Bim-Mcl-1: disrupts Bim peptide binding to human Mcl-1; Q07820; Bead-based flow cytometry, Bim peptide-Mcl-1 binding; inhibition, % at 10 µM; 190,000 compounds, 0.1% hits; AID 1009;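 also: 0% = no compound tracer wells and 100% = peptide blocker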
Bim-Bcl-B: human Bim-Bcl-B interaction inhibition | Q9HD36 | inhibition, % at 10 µM | 190,000 compounds, 0.073% hits | bead-based flow cytometry, Bim peptide-Bcl-B binding;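 also: 0% = tracer peptide without compound and 100% = reference inhibitor peptide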
Target sequence (Q9HD36 whole entry, looked up): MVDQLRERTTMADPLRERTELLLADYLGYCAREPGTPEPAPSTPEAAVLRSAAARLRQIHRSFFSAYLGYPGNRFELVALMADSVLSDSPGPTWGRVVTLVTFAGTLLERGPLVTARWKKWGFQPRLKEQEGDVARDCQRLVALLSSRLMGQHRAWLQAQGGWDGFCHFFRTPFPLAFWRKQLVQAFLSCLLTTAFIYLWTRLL
Mcl1 Noxa PPI: Mcl-1/Noxa interaction inhibition; Q07820; TR-FRET Mcl-1/Noxa peptide binding, 2 h; inhibition, % at 21.7 µM; 220,000 compounds, 1.5% hits; AID 1022;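 active = compounds that cut the protein-peptide binding signal by more than 50% relative to plate controls in a single-dose test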;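 also: His-tagged Mcl-1 with rhodamine Noxa BH3 peptide and terbium anti-His antibody; 0% = Mcl-1 plus Noxa peptide wells and 100% = peptide-only wells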
Bim-Bcl-W: human Bim-Bcl-W interaction inhibition; bead-based flow cytometry, Bim peptide-Bcl-W binding; inhibition, % at 10 µM; Q92843; 190,000 compounds, 0.02% hits;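 also: 0% = bound tracer without compound and 100% = peptide blocker; higher means less fluorescent Bim peptide bound to Bcl-W beads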
Target sequence (Q92843 whole entry, looked up): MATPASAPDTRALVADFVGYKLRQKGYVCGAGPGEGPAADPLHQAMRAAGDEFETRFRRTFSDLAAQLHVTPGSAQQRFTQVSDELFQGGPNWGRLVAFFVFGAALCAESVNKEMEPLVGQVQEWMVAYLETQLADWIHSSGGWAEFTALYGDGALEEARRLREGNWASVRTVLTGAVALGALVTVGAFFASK
Bfl-1 Bim block: inhibitors of Bim-Bfl-1 interaction, human. Q16548. Bead-based flow cytometry, Bim-Bfl-1 binding inhibition. inhibition, % at 10 µM. 190,000 compounds, 0.12% hits;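 also: 0% = wells without compound plus tracer and 100% = blocker peptide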
Mcl1 Bid PPI: disrupts binding of human Mcl-1 to Bid peptide. Q07820. TR-FRET Mcl-1/Bid-Dy647 peptide binding, 1536-well. inhibition, % at 21.7 µM. 220,000 compounds, 0.97% hits;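 active = compounds that cut the binding signal by more than half at the single screening dose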;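 also: His-tagged Mcl-1 with europium anti-His antibody binding Bid BH3 peptide; 0% = Mcl-1 plus peptide wells and 100% = peptide-only wells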
RGS8-Gao reg: regulators of human RGS8-Galphao interaction | P09471 | multiplexed bead flow cytometry, RGS8-Galphao binding; actives lie on both sides | response (percent of control binding), % at 10 µM | 220,000 compounds, 0.34% hits; in the data active = response below about 60% or above about 140%; inactive = in between;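 also: Galphao activated as the GDP aluminium fluoride complex binding bead-coupled RGS8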
RGS4-Gao reg: modulates binding of RGS4 to human Galphao | Multiplexed bead flow cytometry; actives lie on both sides | binding response (% of control), % at 10 µM | 220,000 compounds, 0.33% hits; in the data active = binding response below about 49% or above about 150%; inactive = in between;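 also: fluorescent Galphao activated with aluminum fluoride binding bead-coupled RGS4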
Bim-Bcl-XL: human Bim-Bcl-XL interaction inhibition; inhibition, % at 10 µM; Q07817; Bim peptide-Bcl-XL binding, bead flow cytometry, fluorescence; AID 1007; 190,000 compounds, 0.04% hits
Target sequence (Q07817 whole entry, looked up): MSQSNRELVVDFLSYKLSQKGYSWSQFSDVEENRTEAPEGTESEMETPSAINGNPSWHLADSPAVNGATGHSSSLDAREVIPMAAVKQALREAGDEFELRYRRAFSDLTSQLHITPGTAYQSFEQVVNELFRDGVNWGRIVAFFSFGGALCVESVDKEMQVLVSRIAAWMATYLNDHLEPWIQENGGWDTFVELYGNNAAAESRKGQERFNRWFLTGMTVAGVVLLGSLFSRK
RGS7-Gao: human RGS7-Galphao interaction regulation | P09471 | Multiplexed bead flow cytometry, RGS7-Galphao binding; actives lie on both sides | binding response (% of control), % at 10 µM | 220,000 compounds, 0.35% hits; in the data active = binding response below about 49% or above about 150%; inconclusive = no clear call, values can overlap the other calls; inactive = in between;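 also: fluorescent Galphao held in activated GDP-AlF4 state binding bead-coupled RGS7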
Bim-Bcl-2: human Bim-Bcl-2 interaction inhibition; P10415; inhibition, % at 10 µM; Bead-based flow cytometry, Bim peptide-Bcl-2 binding; 190,000 compounds, 0.06% hits; in the data active = inhibition above about 40%; inconclusive = no clear call, values can overlap the other calls;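 also: 0% = no compound wells with probe peptide and 100% = reference peptide inhibitor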
Target sequence (P10415 whole entry, looked up): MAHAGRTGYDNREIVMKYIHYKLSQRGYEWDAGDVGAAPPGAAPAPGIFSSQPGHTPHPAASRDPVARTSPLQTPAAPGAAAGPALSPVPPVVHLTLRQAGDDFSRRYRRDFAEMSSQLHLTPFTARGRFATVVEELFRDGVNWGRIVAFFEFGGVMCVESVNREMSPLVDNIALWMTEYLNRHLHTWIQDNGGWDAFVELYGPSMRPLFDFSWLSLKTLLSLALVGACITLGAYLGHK
Numbers without * were called inactive; u = inconclusive; x = not tested or not shown. Rule as the data show it, unless noted: active = inhibition above about 40%.

SMILES	Bim-Mcl-1	Bim-Bcl-B	Mcl1 Noxa PPI	Bim-Bcl-W	Bfl-1 Bim block	Mcl1 Bid PPI	RGS8-Gao reg	RGS4-Gao reg	Bim-Bcl-XL	RGS7-Gao	Bim-Bcl-2
Cc1ccc(NC(=O)c2ccc([N+](=O)[O-])cc2Cl)nc1	-5	-5	-13	-2	-1	-20	102	100	-7	101	-4
O=c1oc(-c2cccs2)nc2sc3c(c12)CCCC3	27	2	3	16	4	-17	93	96	5	96	1
COc1ccccc1CN1C[C@@H]2C[C@@H](c3ccc4nsnc4c3)N3CCC[C@@]23C1=O	0	-4	3	-2	-6	-25	101	98	-3	99	-2
O=c1ccccn1Cc1c(F)cccc1Cl	1	-6	-7	0	-10	-1	103	108	-6	111	-6
COc1cc(CN2CCNC(=O)C2CC(=O)NCCc2ncccc2C)cc(OC)c1 (configuration not stated)	0	-2	-6	-1	-8	-18	95	94	-3	98	-4
COc1ccc2c(c1)Cc1sc(NC(=O)c3ccccc3)nc1-2	1	-3	11	0	-7	-9	100	100	-3	101	-5
CC1(C)Cc2c(c(=S)nc(-c3ccccc3)n2Cc2cccnc2)CO1	x	x	12	x	x	-12	100	98	x	u	x
CCc1ccccc1Nc1nc2ccccc2n1CC	0	-2	5	-5	-8	-15	102	99	-3	u	-3
O=C(c1ccccc1OCc1ccccc1Br)N1CCN(c2ncccn2)CC1	0	-3	-11	-3	-3	-12	101	97	-1	96	-2
CCN1CCN(c2cc(C)c3cc(NC(=S)N4CCN(c5ccccc5F)CC4)ccc3n2)CC1	-2	-8	25	-1	13	-64	102	103	-3	u	-3
CC(=O)OC1C(OC(C)=O)N(C(C)=O)C(=O)N1C(C)=O (configuration not stated)	0	-6	18	0	-4	-18	104	97	-4	102	-4
COC(=O)C(O)(NC(=O)NC(C)=O)C(F)(F)F (configuration not stated)	0	0	17	0	0	-3	100	98	0	100	2
COc1cccc(/C=C2\N=C(C3CCCCC3)OC2=O)c1OC	-1	-3	15	0	-4	-19	103	103	-3	102	-2
O=C1CSc2ccccc2N1Cc1ccc(F)cc1	0	-9	-3	-3	-6	8	100	100	-4	100	-6
COC(=O)c1ccc(C)c(NC(=O)CN(c2ccc3c(c2)OCO3)S(C)(=O)=O)c1	0	0	-5	0	2	-2	100	104	2	99	1
COc1ccc(NC(=O)NCc2ccccn2)cc1	-1	-3	-3	-3	-2	-10	103	100	-5	102	-3
CC(=O)NC(C)c1nc2ccccc2n1Cc1ccccc1F (configuration not stated)	1	-1	6	-1	1	-1	101	98	-2	102	5
COc1ccc(OCC(=O)NCCC2=CCCCC2)c([N+](=O)[O-])c1	0	-4	37	-1	-6	-29	102	99	-2	95	-1
COc1cc(NC(=O)c2ccccc2-c2ccccc2)cc(OC)c1OC	0	1	13	1	-4	-36	100	99	-1	u	0
Cc1snnc1C(=O)NC(=S)Nc1ccccc1	x	x	5	x	x	-23	106	110	x	u	x
O=C1C=C(Nc2ccc(Cl)cc2Cl)CC(c2ccco2)C1 (configuration not stated)	-1	-8	9	-2	-6	-5	87	86	-2	86	-1
Cc1ccc(C)c(Nc2c(F)c(F)c(F)c(F)c2C(=O)O)c1	0	-2	21	-2	-5	-19	99	95	-3	96	-4
CCCN(CCC)CC(O)CN(c1cc([N+](=O)[O-])ccc1OC)S(=O)(=O)c1ccccc1 (configuration not stated)	-3	-1	12	1	0	-4	99	106	-3	99	-1
Cn1nc(N)c2c(-c3ccccc3)c(C#N)c(N)nc21	-2	-8	15	-4	-12	-22	100	100	-5	101	-11
CCN(CC)CCN(C(=O)c1ccc(CN2CCCCC2)o1)C(C(=O)NC1CCCCC1)c1ccc(F)cc1 (configuration not stated)	-2	-3	-16	-3	-6	-20	101	100	-2	104	-4

Next results:
SMILES	Bim-Mcl-1	Bim-Bcl-B	Mcl1 Noxa PPI	Bim-Bcl-W	Bfl-1 Bim block	Mcl1 Bid PPI	RGS8-Gao reg	RGS4-Gao reg	Bim-Bcl-XL	RGS7-Gao	Bim-Bcl-2
CC(C)(C)OC(=O)N1CCC(C(=O)N[C@H](Cc2ccccc2)C(=O)O)CC1	-2	-5	8	4	-12	8	100	104	0	100	-6
N#Cc1c(/N=C/c2cccs2)sc2c1CCC2	-10	-11	8	-4	-19	-11	100	103	-12	107	-16
CCCCc1cc2c(c(NC(=O)CC)n1)c(=O)oc1ccccc12	1	1	-2	1	1	9	99	100	-3	101	3
Cc1nn(-c2ccccc2)c(C)c1/C=N/NC(=O)c1cc(-c2ccccc2)n[nH]1	-1	-8	12	-2	-9	12	104	103	-5	105	-6
COc1cc2c(=O)n(Cc3ccccc3)c(=O)n(CC(=O)NCC3CCCO3)c2cc1OC (configuration not stated)	0	-6	10	3	-7	9	95	92	-2	100	-9
Cc1ccc(/C=C/C(=O)Nc2ccc(S(=O)(=O)Nc3ncccn3)cc2)cc1	1	1	-8	3	2	-8	106	100	-1	103	4
C=CCO/N=C(\C)c1c(O)c(C)c(-c2ccccc2)n(-c2ccccc2)c1=O	1	-1	1	0	0	-22	98	106	-1	104	-2
Cc1ccc(C(=O)O)cc1S(=O)(=O)N1CCOCC1	0	-1	1	-6	-6	9	100	91	-2	93	-3
COc1ccc(/C=C2\SC(=S)N(CC(=O)OCC(=O)Nc3ccc([N+](=O)[O-])cc3OC)C2=O)cc1	-3	-5	6	-3	-7	-6	101	101	-7	93	-5
CCn1c(=O)cc(N2CCOCC2)[nH]c1=O	0	-2	7	-1	-2	-27	99	99	0	101	-5
Cc1nc2nc(C)c(CCC(=O)N3CCc4ccccc43)c(C)n2n1	0	-6	12	-1	-12	-1	102	101	-6	103	-11
O=S(=O)(c1cccc(-c2nnc3n2CCCCC3)c1)N1CCOCC1	x	x	3	x	x	-27	103	101	x	u	x
O=C(N/N=C/c1ccc(N2CCOCC2)s1)c1ccccc1Cl	0	-11	40	-4	1	-26	96	97	-5	96	-5
Cc1cc(=O)[nH]c(N/N=C/c2sccc2C)n1	0	0	1	0	2	-16	110	101	-4	103	2
Cc1ccc(Nc2ccc(C(=O)NCCc3ccccc3)cn2)cc1	-4	-2	0	-2	0	-19	93	94	-2	96	0
CCOC(=O)c1c(C)c(C(=O)NC2CCCCCC2)c(C)n1C	-2	-9	-6	-1	-16	-7	97	101	-5	104	-4
CCOc1ccc(CCNC(=O)C2CCN(c3ccc(N4CCOCC4)nn3)CC2)cc1OCC	0	5	x	3	-2	x	102	99	5	101	2
CCOc1cccc(CNn2cnnc2)c1OCc1ccccc1	0	-1	-4	-1	-1	-11	103	101	1	103	-3
COC(=O)c1ccc(NC(=O)NC2CCCCC2)cc1	0	0	22	0	-1	-11	99	98	-1	100	-3
COc1ccc(-n2c(C)cc(C(=O)COc3ccc(-n4cnnn4)cc3)c2C)cc1	0	0	-41	-2	-2	-25	100	98	-1	96	-1
O=C(COC(=O)CCNS(=O)(=O)c1ccc2c(c1)OCCO2)NC1CCCc2ccccc21 (configuration not stated)	-47	-24	4	0	-12	76*	101	101	3	98	-13
O=C(OCC(=O)N1CCCCCC1)c1cccs1	-1	0	10	-4	-4	-8	103	103	1	101	0
O=C(O)CC1(CC(=O)Nc2ccc(F)c(Cl)c2)CCCCC1	x	x	-12	x	x	0	103	104	x	u	x
Nc1ccc2c(c1)COC2=O	-2	0	-5	-4	2	-5	112	101	-3	100	-1
CCN(CC)S(=O)(=O)c1cc(C(=O)OCC(=O)Nc2ccc(-c3nc4ccc(C)cc4s3)cc2)ccc1F	-5	-10	12	-8	-5	6	98	92	-4	92	-3

Some of these compounds in order of length of the SMILES, low to high.
SMILES	Bim-Mcl-1	Bim-Bcl-B	Mcl1 Noxa PPI	Bim-Bcl-W	Bfl-1 Bim block	Mcl1 Bid PPI	RGS8-Gao reg	RGS4-Gao reg	Bim-Bcl-XL	RGS7-Gao	Bim-Bcl-2
CCOc1cccc(CNn2cnnc2)c1OCc1ccccc1	0	-1	-4	-1	-1	-11	103	101	1	103	-3
COc1ccc2c(c1)Cc1sc(NC(=O)c3ccccc3)nc1-2	1	-3	11	0	-7	-9	100	100	-3	101	-5
C=CCO/N=C(\C)c1c(O)c(C)c(-c2ccccc2)n(-c2ccccc2)c1=O	1	-1	1	0	0	-22	98	106	-1	104	-2

More entries follow.
SMILES	Bim-Mcl-1	Bim-Bcl-B	Mcl1 Noxa PPI	Bim-Bcl-W	Bfl-1 Bim block	Mcl1 Bid PPI	RGS8-Gao reg	RGS4-Gao reg	Bim-Bcl-XL	RGS7-Gao	Bim-Bcl-2
COc1ccc(/C=C/C(=O)OCC(=O)Nc2cc3oc4ccccc4c3cc2OC)cc1	-1	-5	-14	-3	-5	-2	102	98	-5	93	-7
N#Cc1ccc(COC(=O)CSc2nnc(C3CCCCC3)n2N)cc1	4	-6	1	2	-13	-8	101	103	-5	100	-6
Cc1ccccc1C(C(=O)NCc1ccco1)N(CC1CCCO1)C(=O)Cn1nnc2ccccc21 (configuration not stated)	0	12	-9	6	9	-70	101	98	4	104	12
c1ccc(Cn2nnc(CNc3ccccc3)c2-c2c(CNc3ccccc3)nnn2Cc2ccccc2)cc1	x	x	9	x	x	-77	95	92	x	u	x
CCCCc1cc(=O)oc2cc(O)ccc12	2	-2	18	0	-3	3	100	98	-1	97	0
C/C(=N\OCC(=O)Nc1ccc(Br)cc1)c1cccs1	-1	0	2	7	6	-20	103	102	2	u	3
Cc1ccc(C(=O)N(CC(=O)NC2CCCC2)Cc2cccs2)s1	-4	-3	5	-2	-4	-9	101	101	-3	101	-6
COc1ccccc1NS(=O)(=O)c1ccc(OC)c(OC)c1	0	1	1	0	-3	2	104	106	3	126	0

Copied from the list.
O=C1CSc2ccccc2N1Cc1ccc(F)cc1 in Bim-Bcl-2 = -6
O=c1oc(-c2cccs2)nc2sc3c(c12)CCCC3 in RGS7-Gao = 96
O=C(OCC(=O)N1CCCCCC1)c1cccs1 in RGS4-Gao reg = 103
O=c1ccccn1Cc1c(F)cccc1Cl in Bim-Mcl-1 = 1
COc1cc(CN2CCNC(=O)C2CC(=O)NCCc2ncccc2C)cc(OC)c1 (configuration not stated) in Bim-Bcl-B = -2
CC(=O)NC(C)c1nc2ccccc2n1Cc1ccccc1F (configuration not stated) in RGS4-Gao reg = 98
Nc1ccc2c(c1)COC2=O in Bim-Bcl-XL = -3

Quoted from the listing for reference:
SMILES	Bim-Mcl-1	Bim-Bcl-B	Mcl1 Noxa PPI	Bim-Bcl-W	Bfl-1 Bim block	Mcl1 Bid PPI	RGS8-Gao reg	RGS4-Gao reg	Bim-Bcl-XL	RGS7-Gao	Bim-Bcl-2
Cc1ccccc1C(C(=O)NCc1ccco1)N(CC1CCCO1)C(=O)Cn1nnc2ccccc21 (configuration not stated)	0	12	-9	6	9	-70	101	98	4	104	12
c1ccc(Cn2nnc(CNc3ccccc3)c2-c2c(CNc3ccccc3)nnn2Cc2ccccc2)cc1	x	x	9	x	x	-77	95	92	x	u	x
CCCCc1cc(=O)oc2cc(O)ccc12	2	-2	18	0	-3	3	100	98	-1	97	0
C/C(=N\OCC(=O)Nc1ccc(Br)cc1)c1cccs1	-1	0	2	7	6	-20	103	102	2	u	3

High-throughput results deposited in PubChem by several laboratories.
